From PubChem
KLK5 inh = inhibitors of human kallikrein 5. recombinant hK5, fluorogenic AMC substrate cleavage. 210,000 tested, 0.59% active. inhibition, % at 5 µM;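 active = inhibition of 40% or more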;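 also: 0% = enzyme controls without compound and 100% = no-enzyme blanks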
Target sequence (Q9Y337 67-293 limits assumed): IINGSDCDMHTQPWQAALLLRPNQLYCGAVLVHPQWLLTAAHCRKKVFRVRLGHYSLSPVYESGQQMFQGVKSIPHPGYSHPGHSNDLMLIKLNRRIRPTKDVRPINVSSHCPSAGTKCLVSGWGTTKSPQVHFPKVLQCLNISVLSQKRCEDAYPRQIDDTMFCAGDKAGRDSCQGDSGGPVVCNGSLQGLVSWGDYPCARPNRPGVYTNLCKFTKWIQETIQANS
Cl transport mod = modulates chloride dependent transport by human KCC2; B-score of Tl+ flux slope (higher = more flux/activation; lower = inhibition) at 10 µM; 190,000 tested, 2.2% active; Q9H2X9; AID 1456; KCC2 cells, thallium flux FluoZin-2 fluorescence;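 active = thallium flux slope and its plate-corrected score both differing from the plate sample mean at a set confidence after two filtering rounds, in either direction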;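 also: slope of fluorescence scaled to starting intensity during 10 to 20 s after thallium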
TNF necrop inh = inhibitors of TNF-alpha induced necroptosis in Jurkat FADD-/- cells; Jurkat FADD-/- TNF necroptosis rescue, ATP luminescence, 24 h; 0 = TNF only, 100 = no-TNF cells; activation (protection from cell death), % at 10 µM; 220,000 tested, 0.068% active;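 active = activation, meaning protection from cell death, of at least 50% relative to plate controls; inactive = activation below 50%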;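 also: necroptosis triggered by 40 ng/mL TNF-alpha added together with compound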
Hck Nef HTS = blocks Nef-activated human Hck kinase. Recombinant Hck-YEEI plus Nef, Z-Lyte FRET kinase assay. inhibition, % at 20 µM. 220,000 tested, 0.68% active. AID 463187;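 active = Hck-Nef kinase inhibition above about 50%, limit read from the data; inactive = inhibition below that limit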;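 also: 0% = DMSO with Hck plus Nef and 100% = Hck alone without Nef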
Target sequence (P08631 whole entry, looked up): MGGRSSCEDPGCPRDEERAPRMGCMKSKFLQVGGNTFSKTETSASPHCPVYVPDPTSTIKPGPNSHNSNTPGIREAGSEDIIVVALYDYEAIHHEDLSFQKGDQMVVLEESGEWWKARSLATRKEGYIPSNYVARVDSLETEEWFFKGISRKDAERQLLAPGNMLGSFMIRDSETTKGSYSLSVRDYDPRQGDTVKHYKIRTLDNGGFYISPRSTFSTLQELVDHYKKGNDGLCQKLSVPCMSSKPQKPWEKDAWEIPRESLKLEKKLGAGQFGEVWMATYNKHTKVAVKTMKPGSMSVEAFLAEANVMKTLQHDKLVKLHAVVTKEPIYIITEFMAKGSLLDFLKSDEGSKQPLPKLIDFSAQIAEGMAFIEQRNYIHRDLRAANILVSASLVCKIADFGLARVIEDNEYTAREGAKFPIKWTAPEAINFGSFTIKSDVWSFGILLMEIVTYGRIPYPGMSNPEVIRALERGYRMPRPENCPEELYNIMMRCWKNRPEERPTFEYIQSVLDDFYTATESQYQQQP
zVAD death inh = blocks zVAD induced death of L929 cells; AID 1377; 220,000 tested, 0.38% active; viability rescue, % at 10 µM; L929 zVAD necroptosis rescue, ATP luminescence, 24 h; with zVAD 60 µM;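 active = activation, scaled between plate controls, above about 75%, limit read from the data; inactive = activation under that limit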;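 also: 0% = zVAD with DMSO and 100% = DMSO alone without zVAD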
FXIIa inh 1536 = blocks human coagulation factor XIIa protease activity; P00748; purified FXIIa, Boc-QGR-AMC fluorogenic substrate, 2 h; inhibition, % at 5 µM; 220,000 tested, 0.3% active; in the data active = inhibition above about 40%;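 also: 0% = enzyme with no compound and 100% = blank without enzyme; many of its hits are not listed in these tables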
FXIa inh = factor XIa (human) inhibition | P03951 | purified FXIa, Boc-Glu-Ala-Arg-AMC fluorogenic substrate | inhibition, % at 5 µM | 220,000 tested, 0.14% active | AID 798;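 active = inhibition of at least 40%; inactive = inhibition below 40%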;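 also: fluorescence of freed AMC excited at 355 nm; 0% = enzyme without compound and 100% = no enzyme blank; many of its hits are not listed in these tables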
thrombin 1536 = blocks human thrombin protease activity; alpha-thrombin, Boc-VPR-AMC fluorogenic substrate cleavage; inhibition, % at 5 µM; 220,000 tested, 0.26% active;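 active = inhibition at or above 40%; inactive = inhibition below 40%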;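 also: 0% = enzyme with no compound and 100% = wells without enzyme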
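Material: human alpha-thrombin enzyme / Medium: pH 7.5 Tris (50 mM) with NaCl 150 mM, Tween 20 0.05% / Compound: single-point dosing at 5 µM, 0.2% DMSO / Incubation: enzyme reaction carried out at room temperature / Detection: AMC fluorescence, 355/460 nm / Read-out basis: percent inhibition scaled between no-compound controls and no-enzyme blanks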
Rad51 HR inh = blocks human Rad51 in homologous recombination; Q06609; hRad51 DNA strand exchange, fluorescence dequenching; inhibition, % at 10 µM; 200,000 tested, 0.085% active; AID 1385;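 active = inhibition above 40% at the single screening dose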;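 also: 0% = DMSO control wells and 100% = blanks with heterologous ssDNA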
Target sequence (Q06609 whole entry, looked up): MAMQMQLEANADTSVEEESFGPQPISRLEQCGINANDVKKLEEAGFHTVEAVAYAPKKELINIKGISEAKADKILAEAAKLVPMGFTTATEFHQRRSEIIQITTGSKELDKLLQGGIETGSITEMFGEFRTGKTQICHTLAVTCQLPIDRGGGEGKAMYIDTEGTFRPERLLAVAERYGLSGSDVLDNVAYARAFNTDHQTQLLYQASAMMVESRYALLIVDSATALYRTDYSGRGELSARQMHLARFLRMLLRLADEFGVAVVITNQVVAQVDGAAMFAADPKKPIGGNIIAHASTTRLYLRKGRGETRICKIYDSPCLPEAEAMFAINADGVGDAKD
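Material: human Rad51–ssDNA filaments; Probe or stimulus: labelled 47-mer dsDNA for strand exchange; Doses: single 10 µM dose; Incubation: 37 °C 15-min filament assembly, 30-min compound preincubation, 15-min exchange; Technique: FRET fluorescence dequenching, excitation 485 nm, emission 520 nm; Measure: Fluorescence-based percent inhibition, control- and blank-normalised; Benchmarks: plate control and blank wells.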
* marks the source's active call; other numbers are inactive results; nt = no result given. The list is partial. The share of hits here may be higher or lower than overall.

SMILES	KLK5 inh	Cl transport mod	TNF necrop inh	Hck Nef HTS	zVAD death inh	FXIIa inh 1536	FXIa inh	thrombin 1536	Rad51 HR inh
CCCCOc1ccc(-c2nnn(C(C)C(=O)OCC)n2)cc1 (stereo not drawn)	5	nt	1.1	-1	0.9	11	4	-1	-15
O=C(COC(=O)c1ccccc1)Nc1ccccc1N1CCOCC1	7	-0.54	-1.8	8	1.0	5	1	0	3
COc1ccc(NC(=O)c2ccccc2SC)c(OC)c1	4	0.22	-0.7	12	0.6	9	1	-3	3
COc1ccc(-n2cnc3cc(C(=O)NCCN4CCOCC4)ccc32)cc1	-11	0.53	2.1	29	69	8	-4	-14	-26
Cn1cnnc1SCC(=O)NNC(=O)COc1ccc(Cl)cc1	-5	1.9	0.1	2	0.5	0	-4	-8	nt
CCc1ccc(NC(=O)Cc2ccc(OC)cc2)cc1	-6	-0.68	4.2	1	2.2	9	4	-3	nt
Cc1[nH]c2ccccc2c1/C=C/c1nc2ccccc2c(=O)n1CCO	-3	-4.2*	-11	-6	15	-2	-2	-12	-4
O=C(Nc1nc(-c2cccs2)cs1)c1cc2ccccc2oc1=O	-23	-0.021	-1.9	1	1.4	8	-2	-5	nt
Cc1cc(-c2ccc(F)cc2)nc2cc(C(N)=O)nn12	17	0.52	-2.2	0	-0.8	7	-8	-6	2
COc1cc(SC)ccc1C(=O)N(C)Cc1ccccc1	-1	-3	-2.7	1	0.0	6	1	-1	7
FC(F)c1nnc2c(Cl)cc(C(F)(F)F)cn12	-12	0.0087	-0.2	-6	-0.4	2	-8	-5	22
Cc1cc(C(=O)Nn2cnc3ccccc3c2=O)ccc1[N+](=O)[O-]	nt	0.48	1.0	-6	-0.9	5	1	-3	nt
CCOC(=O)C(C(=O)OCC)C(C)C#CCN1CCCCC1 (stereo not drawn)	3	0.05	0.5	-2	0.4	17	-1	-2	-4
COc1ccc(C(=O)CSc2nnc(CNC(=O)c3ccco3)n2C)cc1	-24	-0.028	-0.3	-4	1.2	-6	-6	3	-16
O=C(NNc1cccc(Cl)n1)c1c(Cl)cccc1Cl	2	0.88	-1.5	4	0.2	11	-3	-5	0
CCc1nnc(NC(=O)c2sc3nc(C)cc(COC)c3c2N)s1	-2	0.92	0.1	7	3.0	3	-2	7	-20
Cc1cccc(NC(=O)CSc2nnc(-c3ccncc3)n2C)c1	-9	-0.72	0.1	0	-0.2	30	21	2	-2
O=C(COC(=O)c1nc(Cl)ccc1Cl)Nc1ccc2c(c1)OCO2	-3	0.04	-1.1	18	0.6	0	-5	-12	18
CCCC(C)C(=O)NCc1ccncc1 (stereo not drawn)	4	0.26	0.6	18	1.6	3	-4	-13	8
O=C(c1ccccc1)c1ccc(Sc2ccc([N+](=O)[O-])cc2)cc1	-8	0.11	-4.5	4	0.4	-5	-5	-6	-18
Cc1cc(C)n(CCO)c(=O)n1	-11	1.2	1.9	1	0.1	10	4	0	-4
O=C(CN1CCOCC1)N1CCN(c2ccc3ccccc3n2)CC1	0	-0.41	0.0	4	0.3	4	2	-1	10
COc1ccc(CNC(=O)Nc2ccc(OC)cc2)cc1	4	-0.29	-1.0	1	0.0	17	5	2	0
CCCCN(CC)Cc1ccc(CNC(=S)Nc2ccc(C)cc2Cl)o1	nt	1.5	0.8	3	-0.9	14	2	2	nt
C=CCn1c(-c2cc(-c3ccccc3)sc2N)n[nH]c1=S	2	3.4	-1.3	16	1.9	5	5	-1	-22
O=C(CN1C(=O)C2C3c4ccccc4C(c4ccccc43)C2C1=O)N1CCOCC1 (stereo not drawn)	5	nt	-0.5	5	1.0	0	0	-4	1
BrC(=C\c1ccccc1)/C=N/N1CCN(Cc2ccccc2)CC1	6	nt	-8.2	0	0.1	9	-1	0	7
Cc1ccccc1-c1nsc(SCC(=O)c2ccc(Cl)cc2)n1	4	0.42	0.4	-1	-0.6	-1	-7	-7	-3
Cc1ccc(OCC(=O)NNC(=O)c2cccnc2)cc1C	-3	nt	0.4	25	0.9	2	-2	-4	-12
CCn1c(=O)c2cc(C(=O)N(C)c3ccc(OC)cc3OC)sc2c2ccccc21	7	-2.1	-5.0	6	-0.6	11	-1	3	14
COc1ccc(C(=O)OCC(=O)Nc2ccc(Cl)cn2)cc1	-1	0.28	0.7	21	5.7	2	0	-1	-1
CNC(=O)C1CC(=O)N(CCCc2ccccc2)C(=Nc2ccccc2)S1 (stereo not drawn)	-3	-2.4	1.1	-2	1.3	-4	-15	-4	-1
O=C(c1ccco1)N1CCN(Cc2ccccc2C(F)(F)F)CC1	nt	-0.53	-0.4	0	0.1	nt	nt	nt	nt
COCCNC(=O)c1ccc2snnc2c1	-4	0.13	0.0	-22	-0.3	1	-12	-3	3
C/C(=N\Nc1ccc(C(F)(F)F)cc1[N+](=O)[O-])C(C)C	-4	-0.098	-0.2	2	0.6	15	11	0	11
COc1ccccc1NC(=O)NC1(C(=O)N2CCCCCC2)CCCCC1	-3	0.41	-0.1	10	0.6	7	-1	-9	-5
CCCCCCNS(=O)(=O)c1ccc(OC)c(OC)c1	2	nt	0.0	-1	0.8	18	5	0	-1
CC(C)COC(=O)Cc1c(O)c2ccccc2[nH]c1=O	14	nt	1.0	0	1.5	12	4	0	-2
Cc1noc(C)c1C(=O)OCC(=O)/C=C1\N(C)c2ccccc2C1(C)C	2	nt	-0.4	-1	0.4	8	-5	1	3
NC1=NC(=Nc2ccc(S(=O)(=O)N3CCOCC3)cc2)c2ccccc21	-1	0.71	-4.7	10	1.8	0	-4	-6	11
O=C(CCNS(=O)(=O)c1ccc2c(c1)CCC(=O)N2)NCc1ccc2c(c1)OCO2	-7	nt	-0.2	1	2.1	20	4	2	-1
Cc1cc(C)n(C(C[N+](=O)[O-])c2ccc(Cl)cc2)n1 (stereo not drawn)	7	-0.79	0.3	2	-0.7	15	-16	1	6
CCn1c2ccccc2c2cc(/C=N/NC(=O)c3ccccc3C)ccc21	-4	-0.34	-7.7	3	4.2	10	2	-9	4
COC(=O)CN1C(=O)C2(C(C#N)=C(N)Oc3ccccc32)C2=C1CC(C)(C)CC2=O (stereo not drawn)	8	nt	-0.6	2	-0.3	19	6	2	3
Cc1ccc(S(=O)(=O)N(C)CCCC(=O)Nc2ccncc2)cc1	-4	0.21	-5.8	1	-0.6	8	-2	-5	nt
O=C(CCc1nnc(CCCCc2ccccc2)o1)NCCN1CCOC1=O	-6	-0.075	0.3	14	3.2	8	-4	2	-2
CCCn1nnnc1SCC(=O)N1CCCC1	-1	0.11	-0.2	-1	-0.2	3	-6	-3	1
C/C(=N\NC(=O)C1CC1(C)c1ccccc1)c1ccco1 (stereo not drawn)	-16	-2.2	1.8	2	1.2	12	11	2	7
CCN(CC)C(=O)C1CCCN(c2ccc([N+](=O)[O-])cc2[N+](=O)[O-])C1 (stereo not drawn)	13	0.8	1.8	14	-1.0	12	6	-3	-5
CSc1nc(Cc2ccccc2)cc(=O)[nH]1	-14	0.49	-0.1	-16	0.6	-5	-7	-3	-22

Nothing new here: an excerpt of the list.
SMILES	KLK5 inh	Cl transport mod	TNF necrop inh	Hck Nef HTS	zVAD death inh	FXIIa inh 1536	FXIa inh	thrombin 1536	Rad51 HR inh
C/C(=N\NC(=O)C1CC1(C)c1ccccc1)c1ccco1 (stereo not drawn)	-16	-2.2	1.8	2	1.2	12	11	2	7
CCN(CC)C(=O)C1CCCN(c2ccc([N+](=O)[O-])cc2[N+](=O)[O-])C1 (stereo not drawn)	13	0.8	1.8	14	-1.0	12	6	-3	-5
CSc1nc(Cc2ccccc2)cc(=O)[nH]1	-14	0.49	-0.1	-16	0.6	-5	-7	-3	-22

The listing continues:
SMILES	KLK5 inh	Cl transport mod	TNF necrop inh	Hck Nef HTS	zVAD death inh	FXIIa inh 1536	FXIa inh	thrombin 1536	Rad51 HR inh
COC(=O)c1sc(-c2ccccc2)cc1NC(C)=O	-12	-0.55	-0.7	17	3.2	1	-3	-13	10
O=C(Cn1c2c(c(=O)n3ncnc13)CCC2)N/N=C/c1ccc(Cl)cc1	-4	-1.4	7.5	14	-0.3	2	-3	-4	10
CC1CCCC(NC(=O)C2CCN(S(=O)(=O)N3CCC4(CC3)OCCO4)CC2)C1C (stereo not drawn)	3	nt	-3.1	3	0.1	10	-2	-3	nt
Cc1cccc(N2CN(Cc3ccco3)CNC2=S)c1	-15	0	0.4	6	0.6	13	5	-3	0
Cc1cc(Nc2cccc(O)c2)c2ccccc2n1	0	-0.25	4.9	25	-0.3	8	-2	-4	nt
CCCCn1c2c(c(=O)n(C)c1=O)C(c1ccc(OC)cc1)N1CCCCCC1=N2 (stereo not drawn)	-23	-0.78	1.3	1	0.0	14	3	1	1
Cc1nc(C(F)(F)F)c(C(=O)N/N=C(\N)c2ccccn2)s1	-20	0.8	-2.0	13	2.8	2	-1	-7	12
COc1cc(-c2nnc(-c3ccncc3)o2)ccc1OCc1ccccc1	-9	-1.3	-1.1	1	1.1	9	-4	-6	2
NC(=O)CSc1nnc(-c2ccc3c(c2)OCO3)o1	0	-0.65	-0.3	2	2.5	3	-2	-2	3
O=c1nc(Nc2ccc(OCc3ccccc3)cc2)sc2ncccc12	-1	0.2	-2.1	22	23	1	-6	0	7
COc1ccccc1NC(=O)CN(c1ccccc1F)S(C)(=O)=O	-1	-0.86	-0.3	7	0.3	10	4	1	2
CNC(=S)Nc1ccc([N+](=O)[O-])c(C)c1	-8	1.3	-0.7	11	-0.8	9	7	5	-8
COCCNC(=O)C(c1ccc(F)cc1)N(C(=O)CCC(=O)Nc1nccs1)c1ccc(C)cc1 (stereo not drawn)	6	-2.1	-0.5	21	-0.2	13	2	-2	-1
COC(=O)c1c(C)[nH]c(C(C)=O)c1C	11	-0.97	-1.4	3	0.0	-10	-18	-3	4
COC(=O)c1sc(C(F)(F)F)c(-c2ccccc2)c1S(=O)(=O)NC(C)(C)C	0	-0.86	1.9	10	0.6	4	2	-8	16
O=C(CSc1nnc(-c2cccnc2)n1Cc1ccco1)c1ccc(Cl)cc1	-16	-4	-2.9	1	0.0	9	-1	-5	2
C/C(=N\NC(=O)c1nn(C)c(C)c1Br)c1cccc(NC(=O)c2ccoc2C)c1	-12	1.4	0.4	-2	-1.0	10	8	-5	nt
O=c1[nH]ncc(N2CCCCCC2)c1Cl	0	-0.093	-0.6	16	9.4	6	-4	-12	0
Clc1ccc(OCc2nnc(-c3ccccc3Br)o2)cc1	4	nt	0.7	4	1.0	12	-1	3	-3
Fc1ccc(CNCc2ccccc2C(F)(F)F)cc1	-11	-0.16	1.3	4	0.5	6	0	-4	nt
CC(C)(C)CC(=O)Nc1ccc(C(N)=O)cc1	-9	0.024	-0.9	0	-0.3	26	19	2	-1
Cc1ncoc1C(=O)Nc1cccc(Cl)c1C	7	-0.14	-4.0	1	-0.4	15	4	2	-3
COC(=O)c1cccn(CC(=O)c2ccc(Cl)cc2)c1=O	-9	0.047	1.4	-8	0.9	5	-7	-2	5
COc1ccc(NC(=S)N2CCNC(=O)C2CC(=O)Nc2cccc(Cl)c2C)cc1 (stereo not drawn)	34	0.92	1.9	3	-0.4	5	5	33	-7
CC12CN3CC(C)(CN(C1)C3c1ccc3c(c1)OCO3)C2 (stereo not drawn)	14	0.84	0.3	21	1.8	4	-4	2	-1
